POLB inh: inhibitors of human DNA polymerase beta | Pol beta primer extension/strand displacement, fluorescence kinetic | P06746 | 340,000 compounds, 1.3% hits | Potency, µM (doses to about 114 µM), inactives show at the highest dose activity change, negative = inhibition, actives largely listed as inhibitors | AID 485314; note: potency is the fitted concentration of half-maximal effect; % is set by controls: 0 for no effect and ±100 for the full control effect
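10 nM enzyme + cpd, 15 min RT; start with substrate 50 nM final; read 0 min and after 10 min RT. Corrected, normalized data; 4-parameter Hill curve fit.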
RGS4 inh: human RGS4 inhibition. AID 504845. Transcreener GDP fluorescence polarization, RGS4-accelerated GTP hydrolysis. Potency, µM (series often up to 114 µM), for inactives: at the highest dose activity change, negative = inhibition, most hits filed as inhibitors. 390,000 compounds, 0.039% hits; note: potency is the fitted concentration of half-maximal effect; % is set by controls: 0 for no effect and ±100 for the full control effect; nearly all actives have a fitted effect of over 75% in size; some results filed as inactive show a strong effect at the top dose
Target sequence (P49798 whole entry, looked up): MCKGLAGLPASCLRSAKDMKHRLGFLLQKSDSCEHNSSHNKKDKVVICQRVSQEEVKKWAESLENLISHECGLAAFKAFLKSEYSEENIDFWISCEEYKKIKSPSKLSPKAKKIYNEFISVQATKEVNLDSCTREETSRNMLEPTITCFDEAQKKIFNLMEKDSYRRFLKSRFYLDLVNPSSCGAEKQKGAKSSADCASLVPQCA
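MLSMR compounds (23 nl, pin-transferred) preincubated 10 min at room temperature with a 500nM (2x) first reagent, then RGS4 at 900nM (2x) plus Transcreener GDP mix added; fluorescence polarization (620/688 nm) read before and after 90 min at 30 °C.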
APE1 inh: APE1 (human) endonuclease inhibition | P27695 | recombinant APE1, TAMRA/BHQ-2 abasic DNA cleavage fluorescence | Potency, µM (titrated, usually from 65.8 µM), for inactives: top-dose activity change, negative = inhibition, actives largely listed as inhibitors | 350,000 compounds, 0.35% hits | AID 2517;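 note: potency is the fitted concentration of half-maximal effect; plate controls were vehicle for no effect and reference inhibitor for full effect; nearly all actives have a fitted effect of over 55% in size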
Target sequence (P27695 whole entry, looked up): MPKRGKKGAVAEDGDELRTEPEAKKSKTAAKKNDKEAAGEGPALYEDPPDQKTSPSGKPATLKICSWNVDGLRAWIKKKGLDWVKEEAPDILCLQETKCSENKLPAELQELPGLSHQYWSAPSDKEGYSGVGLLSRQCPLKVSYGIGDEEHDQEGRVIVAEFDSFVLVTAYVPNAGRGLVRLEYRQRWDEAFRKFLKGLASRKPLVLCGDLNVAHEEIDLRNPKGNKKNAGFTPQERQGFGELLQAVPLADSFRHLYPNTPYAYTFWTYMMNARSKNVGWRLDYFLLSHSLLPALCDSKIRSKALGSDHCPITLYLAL
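0.75 nM APE1 + cpd, 15 min RT; start w/ 50 nM TAMRA/BHQ-2 THF-abasic dsDNA; kinetic fluor 525/598 nm ×3 reads @60 s; Δ(read3−read1); normalized to DMSO and NSC13755 control wells.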
Apoferritin bind: binds horse apoferritin like a general anesthetic; 350,000 compounds, 0.074% hits; P02791; AID 485281; apoferritin/1-aminoanthracene competitive binding, fluorescence; Potency, µM (titrated, usually from 77.5 µM), inactives show at the highest dose activity change, negative = displacement, actives largely listed as inhibitors; note: potency is the fitted concentration of half-maximal effect; % is set by controls: 0 for no effect and ±100 for the full control effect; nearly all actives have a fitted effect of over 20% in size
Target sequence (P02791 2-175 limits assumed): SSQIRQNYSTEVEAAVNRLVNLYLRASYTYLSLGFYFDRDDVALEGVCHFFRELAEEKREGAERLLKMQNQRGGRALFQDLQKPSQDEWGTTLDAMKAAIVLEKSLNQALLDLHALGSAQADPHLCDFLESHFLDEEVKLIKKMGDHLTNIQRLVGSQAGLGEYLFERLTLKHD
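10 uM apoferritin + 50% sat. 1-AMA, PBS; cpd 10 min RT; Ex380/Em535 endpoint; normalized to free probe vs complex; 4-param Hill fit; propofol titration as pos. ctrl.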
ERG-DNA inh: inhibitors of human ERG Ets domain-DNA interaction; P11308; fluorescence polarization, His-ERG Ets domain / labelled DNA; Potency, µM (titrated, usually from 76.9 µM), inactives show at the top dose FP activity, negative = inhibition, most hits filed as inhibitors; 370,000 compounds, 0.028% hits; active = well fitted inhibition curve with a large enough effect in the polarisation, with a control signal flat; inconclusive = small, poorly fitted or top-dose-only effect, or effect the other way, or a change in a side signal; inactive = no such curve, though single readings can be large or run the other way; the % refers to the polarisation;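 note: polarization taken with two DNA probes labelled with fluorescein and Texas red; potency is the fitted concentration of half-maximal effect; % of control where 0% means no effect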
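His-tagged ERG Ets domain (1 uM in the protein solution; 300mM KCl, 50mM Tris-HCl, 1mM EDTA, 1mM DTT, pH 7.5) received compound, then a probe mix of 5 nM fluorescein-DNA and 100nM Texas-615-DNA. Fluorescence polarization was read for both dyes.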
POLK inh: DNA polymerase kappa (human) inhibition; Q9UBT6; Potency, µM (top dose mostly 107 µM), for the others: top-dose activity, negative = inhibition, hits mostly inhibitors; purified Pol kappa, fluorescent DNA synthesis assay, 10 min; 400,000 compounds, 0.53% hits; note: potency is the fitted concentration of half-maximal effect; % is set by controls: 0 for no effect and ±100 for the full control effect
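50 nM final substrate added after 15 min RT preincubation of 10 nM Pol kappa with compound; fluorescence read at 0 and 10 min.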
LDHA block: inhibitors of human lactate dehydrogenase A; AID 1347041; 480,000 compounds, 0.15% hits; P00338; purified LDHA, NADH/diaphorase-resazurin fluorescence; stronger effect = lower value; activity change, % (values are at about 110 or 230 µM); in the data active = activity change below about -30%; inconclusive = mostly about -25% to -30%;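 note: plate controls were DMSO wells for no effect and wells without enzyme for full effect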
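Remaining NADH was detected by diaphorase (0.133 mg/mL) converting 37 µM resazurin to fluorescent resorufin, read at 0 and 20 minutes. The preceding 5-minute room-temperature reaction used 2 nM LDHA, 0.2 mM sodium pyruvate and 0.06 mM NADH at pH 7.4.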
ALOX12 inh: ALOX12 (human) lipoxygenase inhibition; purified 12hLO, xylenol orange hydroperoxide absorbance; Potency, µM (titrated, usually from 108 µM), without a hit: at the highest dose activity change, negative = inhibition, most hits filed as inhibitors; 580,000 compounds, 1.1% hits; note: potency is the fitted concentration of half-maximal effect; % is set by controls: 0 for no effect and ±100 for the full control effect
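Hydroperoxide product was detected by ferrous iron/xylenol orange as the 573 to 405 nm absorbance ratio. Arachidonic acid at 40 uM (final) was turned over for 30 min at room temperature by 150 nM human 12hLO, pH 7.0 Hepes buffer, after 15 min compound preincubation.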
POLH inh: DNA polymerase eta (human) inhibition; recombinant Pol eta, fluorescent DNA replication assay; Potency, µM (series often up to 114 µM), for inactives: at the top dose activity change, negative = inhibition, most hits filed as inhibitors; 390,000 compounds, 1.2% hits; AID 588591; note: potency is the fitted concentration of half-maximal effect; % is set by controls: 0 for no effect and ±100 for the full control effect
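Fluorescent replication assay: 50 nM final substrate added after a 15 min room-temperature compound preincubation with 10 nM enzyme. Signal taken at 0 min and again at 10 min.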
Numbers without * were called inactive; ? = inconclusive; . = no result given; & = joins results of further samples; [ ] = remark or other dose. Unless noted, calls come from the whole dose curve; as a rule, active = well fitted curve in the direction sought with a large enough effect; inconclusive = small, poorly fitted or top-dose-only effect, or another doubt; inactive = no such curve, though single readings can be large; an effect the other way counts as inactive or inconclusive.

Assay codes: A = POLB inh; B = RGS4 inh; C = APE1 inh; D = Apoferritin bind; E = ERG-DNA inh; F = POLK inh; G = LDHA block; H = ALOX12 inh; I = POLH inh
COc1cccc(CN2CCNC(=O)C2CC(=O)N2CCOc3ccccc3C2)c1OC (centres undefined)
  A = 34%	B = -13%	C = 18%	D = -6%	E = -5%	F = 0%	G = 10	H = 0%	I = -15%

Cc1ccc(C(=O)OCC(=O)Nc2cc(C(C)(C)C)no2)c(C)c1
  A = .	B = -12%	C = -3%	D = .	E = -3%	F = 1%	G = 0	H = -2%	I = -20%

O=C(CC(c1ccccc1)c1cc(Cl)ccc1O)NCCN1CCOCC1 (centres undefined)
  A = 4%	B = 3%	C = -2%	D = 11%	E = -11%	F = -10%	G = 1	H = 2%	I = 1%

Cn1c(N/N=C/c2c[nH]c3ccccc23)nc2ccccc21
  A = ?	B = ?	C = -7%	D = -24%	E = 1%	F = -12%	G = -2	H = 45µM*	I = -22%

NC(=S)N/N=C/c1coc2cc(Br)ccc2c1=O
  A = 0%	B = -12%	C = 0%	D = 1%	E = 1%	F = 3%	G = -2	H = 49%[activator]	I = -17%

COc1ccc(/C=N/NC(=O)c2[nH]c3ccc(Br)cc3c2-c2ccccc2)cc1
  A = -1%	B = 4%	C = -6%	D = 3%	E = -6%	F = -14%	G = -10	H = -8%	I = -18%

Cc1nnc(SCC(=O)NC(=O)Nc2ccc3c(c2)OCCO3)n1N
  A = 9%	B = 13%	C = 0%	D = 29%	E = -3%	F = -3%	G = -12	H = 2%	I = -4%

COCCNC(=O)CCc1nc2cccnc2n1Cc1ccc(OC)cc1
  A = 22%&16%	B = 21%&2%	C = 44%	D = 4%&-6%	E = 8%&2%	F = -3%&-7%	G = -11&-4	H = 2%&-14%	I = -5%&-19%

O=C(CCN1C(=O)c2cccc3cccc(c23)C1=O)NCc1ccco1
  A = ?	B = 0%	C = 13%	D = -9%	E = 2%	F = -34%	G = -1	H = -3%	I = 5%

COc1cccc(OCc2cc(C(=O)N(C)CCC3CCCCO3)no2)c1 (centres undefined)
  A = 8%	B = -12%	C = 6%	D = -18%	E = -8%	F = -4%	G = -9	H = 0%	I = -26%

O=Cc1ccc([B-](F)(F)F)s1
  A = .	B = -2%	C = .	D = .	E = -9%	F = -12%	G = -9	H = ?	I = -1%

Cc1cccc(OCCCn2c(CCNC(=O)C(C)C)nc3ccccc32)c1
  A = 23%	B = -7%	C = 2%	D = -7%	E = 14%	F = 1%	G = 4	H = 0%	I = 10%

Cc1[nH]c2ccccc2c1/C=N/NC(=O)c1cc(-c2ccncc2)nc2ccccc12
  A = -16%	B = -5%	C = 16%	D = -16%	E = 4%	F = -2%	G = -2	H = 8%	I = -17%

CC1CCN(C(=O)c2cc3ccccc3o2)CC1
  A = -22%	B = -27%[11.4 µM]	C = 5%	D = -17%	E = -1%	F = 3%	G = -2	H = 25%	I = 0%

CCC(=O)Nc1ccc(NC(=S)Nc2ccccc2)cc1
  A = 13%	B = -22%	C = -3%	D = -4%	E = -3%	F = -8%	G = -4	H = -22%	I = -23%

O=C(/C=C/c1ccc(Cl)cc1)NCCCN1CCOCC1
  A = 43%	B = -18%	C = 11%	D = -1%	E = 8%	F = -9%	G = -2	H = 1%	I = -9%

CCn1c(SCC(=O)Nc2ccc3[nH]c(=O)[nH]c3c2)nc2ccccc21
  A = .	B = -41%	C = 17%	D = .	E = -8%	F = -19%	G = 0	H = 177%[activator]	I = -10%

COc1c2c(cc3oc(C)cc(=O)c13)OC(C(C)(C)OC1OC(CO)C(O)C(O)C1O)C2 (centres undefined)
  A = 6%	B = 10%	C = ?	D = 4%	E = 4%	F = -3%	G = -1	H = -1%	I = -3%

CCOc1ccc(NC(=O)c2ccc(CSc3nnnn3C)cc2)cc1
  A = -1%	B = 17%	C = -2%	D = -2%	E = -1%	F = -9%	G = -15	H = 7%	I = -16%

COc1ccc(/C=N/NC(=O)CCN2CCCCC2c2cccnc2)cc1Cn1cc([N+](=O)[O-])cn1 (centres undefined)
  A = 33%	B = -5%	C = 20%	D = -6%	E = -2%	F = 0%	G = -7	H = 11%	I = 8%

CCn1c(C)nc2cc(S(=O)(=O)C(F)(F)C(F)C(F)(F)F)ccc21 (centres undefined)
  A = 0%	B = -2%	C = 0%	D = ?	E = -8%	F = 4%	G = -4	H = 17%	I = -19%

COC(=O)c1c(C)[nH]c(C(=O)C(C)OC(=O)c2cc(C)oc2C)c1C (centres undefined)
  A = .	B = -20%	C = 10%	D = .	E = ?	F = 0%	G = -2	H = -12%	I = -15%

CCn1c(O)c(C#N)c(C)cc1=O
  A = -9%	B = -47%	C = 1%	D = -4%	E = -8%	F = -11%	G = 35	H = ?	I = -9%

COc1ccc(-c2cc3nc[nH]c(=O)c3s2)cc1
  A = -12%	B = 3%	C = -7%	D = 7%	E = -9%	F = -1%	G = -5	H = 0%	I = -6%

COc1ccc(NC(=O)c2oc3ccccc3c2NC(=O)Cc2cccs2)c(OC)c1
  A = 11%	B = -3%	C = .	D = 16%	E = -4%	F = -3%	G = 2	H = -19%	I = -8%

Cc1ccsc1/C=N/NC(=O)c1sccc1C
  A = 25%	B = 5%	C = -5%	D = -12%	E = 0%	F = -1%	G = -1	H = -15%	I = -12%

CC12CN3CC(C)(CN(C1)C3c1ccc(OCc3ccccc3)cc1)C2=O (centres undefined)
  A = 18%	B = 6%	C = .	D = -9%	E = -2%	F = 0%	G = -4	H = 1%	I = -15%

NC(N)=NS(=O)(=O)c1ccc(NC(=S)NC(=O)c2sc3ccccc3c2Cl)cc1
  A = 30%	B = ?	C = 1%	D = -19%	E = -2%	F = 4%	G = -8	H = -13%	I = -7%

Cc1ccc(Cl)cc1NC(=O)C(C)n1nnc2sc3c(c2c1=O)CCCC3 (centres undefined)
  A = 59%	B = 1%	C = .	D = -2%	E = 0%	F = 8%	G = -1	H = -23%	I = .

COc1ccc(N2CCN(CCCNC(=O)C3CCCN(S(=O)(=O)c4c(C)n[nH]c4C)C3)CC2)cc1 (centres undefined)
  A = 1%	B = 5%	C = ?	D = -1%	E = -4%	F = -3%	G = -5	H = -16%	I = -5%

COC(=O)c1cn(-c2ccccc2)nc1-c1ccc(OC)c(OC)c1
  A = 8%	B = 2%	C = -12%	D = 4%	E = 6%	F = -4%	G = 1	H = 21%	I = -26%

CCCCc1cc(=O)oc2cc(C)cc(OCC(=O)O)c12
  A = 5%	B = 5%	C = 3%	D = -8%	E = -3%	F = -13%	G = 2&1	H = ?	I = -5%

Cc1nn(-c2ccccc2)c(Cl)c1/C=C(\CC(=O)O)c1nc2ccccc2s1
  A = 33%	B = -13%	C = -4%	D = -22%	E = 5%	F = -1%	G = -8	H = 2%	I = -8%

COc1ccc2[nH]c3c(c2c1)CCN1C(=O)C(CC(=O)NCCC2=CCCCC2)C[C@H](C(=O)N2CCOCC2)[C@@]31C (some centres undefined)
  A = .	B = 1%	C = 12%	D = .	E = 0%	F = 1%	G = -4	H = 24%	I = -12%

O=S(=O)(Cc1ccccc1)N=Nc1c(O)[nH]c2ccc(Br)cc12
  A = 15%	B = ?	C = -5%	D = 1%	E = 1%	F = 2%	G = 26	H = .	I = -16%

Cn1c(/C=C/c2cccc([N+](=O)[O-])c2)c([N+](=O)[O-])c(=O)n(C)c1=O
  A = 36%	B = -23%	C = 9%	D = -8%	E = 6%	F = -9%	G = -7	H = 23%	I = -5%

O=C(NCc1ccccn1)c1ccc(N2CCCC2)c([N+](=O)[O-])c1
  A = 15%	B = 8%	C = -3%	D = -19%	E = 4%	F = -3%	G = -5	H = -2%	I = -11%

CCc1ccc(-n2c(=O)c3cccnc3n2CC(=O)NCc2ccc(C)cc2)cc1
  A = 7%	B = 9%	C = .	D = -3%	E = -4%	F = -9%	G = 1	H = -8%	I = -21%

Cn1ccnc1C1CCCCN1Cc1nc(Cc2ccccc2F)no1 (centres undefined)
  A = 20%	B = 17%	C = -10%	D = -6%	E = -18%	F = 1%	G = 1	H = -2%	I = -4%

CC1(C)Cc2cccc(OCC(=O)NC3CC3)c2O1
  A = 9%	B = -16%	C = 1%	D = -19%	E = -2%	F = -2%	G = 3	H = -7%	I = -1%

O=C(Nc1nnc2n1CCS2)c1ccccc1C(F)(F)F
  A = -9%	B = -4%	C = .	D = -2%	E = 2%	F = -3%[60.1 µM]	G = 4	H = -7%	I = -9%

A few values from above.
LDHA block result of Cn1c(N/N=C/c2c[nH]c3ccccc23)nc2ccccc21 reads -2
ALOX12 inh result of COc1ccc2[nH]c3c(c2c1)CCN1C(=O)C(CC(=O)NCCC2=CCCCC2)C[C@H](C(=O)N2CCOCC2)[C@@]31C (some centres undefined) reads 24%

4 compounds from above, limited to APE1 inh and ALOX12 inh.
Structure	APE1 inh	ALOX12 inh
Cn1c(/C=C/c2cccc([N+](=O)[O-])c2)c([N+](=O)[O-])c(=O)n(C)c1=O	9%	23%
O=C(NCc1ccccn1)c1ccc(N2CCCC2)c([N+](=O)[O-])c1	-3%	-2%
CCc1ccc(-n2c(=O)c3cccnc3n2CC(=O)NCc2ccc(C)cc2)cc1	.	-8%
Cn1ccnc1C1CCCCN1Cc1nc(Cc2ccccc2F)no1 (centres undefined)	-10%	-2%

Assay outcomes as filed in PubChem BioAssay.

Some of the compounds tested; count on the stated rates, not on these rows.
